# PLCb3 inh = blocks human PLC-beta3 enzyme activity; Q01970; Purified PLC-beta3, fluorogenic substrate, fluorescence; inhibition, % at 12.2 µM; 370,000 tested, 0.18% active; AID 720704; in the data active = inhibition above about 11%;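 also: 0% = median of compound wells on plate and 100% = full blocker control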
# ARFGAP1 inhibitor = inhibits rat ARF GTPase activating protein 1 | Q62848 | Arfgap1-stimulated ARF1 GTP hydrolysis, GDP FP detection | inhibition, % at 16.5 µM | 360,000 tested, 0.26% active;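 active = inhibition above a per-plate limit, mean inhibition of low control wells plus 3 SD, cut at about 25% in these data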;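 also: 0% = DMSO wells with enzyme and 100% = wells lacking Arfgap1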
# Target sequence (Q62848 1-136 limits assumed): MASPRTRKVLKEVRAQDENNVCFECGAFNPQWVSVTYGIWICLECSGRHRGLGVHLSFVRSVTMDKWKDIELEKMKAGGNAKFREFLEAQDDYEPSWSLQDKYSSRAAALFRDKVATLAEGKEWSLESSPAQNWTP
#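 Material – truncated rat Arfgap1 GAP domain · Buffer or medium – HEPES-based buffer, pH 7.5 · Reagent – human ARF1(Δ1-17)-GTP substrate · Dosing – 16.5 µM single point, 1.26% DMSO · Schedule – GTP hydrolysis reaction 2 h at 25 °C · Technique – GDP detection by fluorescence polarization · Benchmarks – No-Arfgap1 wells (100%) versus DMSO full-reaction wells (0%) · Repeats – single replicate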
# UHRF1 binding = blocks human UHRF1 binding to methylated DNA. Q96T88. UHRF1 binding to methylated oligo, TR-FRET. inhibition, % at 4.4 µM. 370,000 tested, 0.75% active. AID 687016; in the data active = inhibition above about 21%;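 also: UHRF1 SRA domain binding a hemimethylated CpG hairpin DNA probe; 0% = median of test compound wells and 100% = reference inhibitor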
# DDE Tn6 FP inh = DD(E)-Tn6 binding inhibition, primary FP screen; inhibition, % at 8.3 µM; P02675; 370,000 tested, 0.21% active; Fibrin DD(E) TRITC-Tn6 fluorescence polarization displacement;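 active = inhibition above a per-campaign cutoff: mean of compounds within control limits plus 3 SD, cut at about 15% in these data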;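 also: 0% = median of all compound wells on the plate and 100% = blocking peptide control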
# Target sequence (P02675 whole entry, looked up): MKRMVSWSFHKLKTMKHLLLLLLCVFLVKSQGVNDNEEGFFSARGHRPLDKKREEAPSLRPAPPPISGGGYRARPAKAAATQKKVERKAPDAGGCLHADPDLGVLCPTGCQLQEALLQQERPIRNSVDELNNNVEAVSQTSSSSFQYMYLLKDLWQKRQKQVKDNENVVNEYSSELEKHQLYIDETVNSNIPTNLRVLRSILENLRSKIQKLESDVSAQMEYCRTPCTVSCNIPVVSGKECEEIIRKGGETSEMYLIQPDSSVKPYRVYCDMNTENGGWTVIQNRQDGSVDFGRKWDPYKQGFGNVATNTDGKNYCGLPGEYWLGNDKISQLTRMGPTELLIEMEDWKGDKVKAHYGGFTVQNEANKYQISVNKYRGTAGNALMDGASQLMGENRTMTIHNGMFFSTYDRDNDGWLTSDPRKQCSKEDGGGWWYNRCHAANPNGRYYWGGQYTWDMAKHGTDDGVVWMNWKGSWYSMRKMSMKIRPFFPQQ
# HGIII-sPLA2 inh = Blocks human group III sPLA2 activity. Q9NZ20. QFRET BODIPY PC-A2 liposome hydrolysis, fluorescence. inhibition, % at 12.2 µM. 370,000 tested, 0.56% active. AID 743126;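 active = inhibition above mean plus 3 SD of compounds lying within the high and low control bounds, cut at about 19% in these data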;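 also: 0% = median of test compound wells and 100% = no enzyme DMSO wells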
# proKLK7 act = activators of human kallikrein-7 zymogen. purified proKLK7, EDANS-DABCYL substrate fluorescence; 100% is mature enzyme control, 0% vehicle. 370,000 tested, 0.9% active. activation, % at 7 µM. P49862. AID 652039;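 active = activation above the mean of all tested compounds plus 3 SD, computed per campaign excluding outliers beyond control limits, cut at about 13% in these data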
# Target sequence (P49862 whole entry, looked up): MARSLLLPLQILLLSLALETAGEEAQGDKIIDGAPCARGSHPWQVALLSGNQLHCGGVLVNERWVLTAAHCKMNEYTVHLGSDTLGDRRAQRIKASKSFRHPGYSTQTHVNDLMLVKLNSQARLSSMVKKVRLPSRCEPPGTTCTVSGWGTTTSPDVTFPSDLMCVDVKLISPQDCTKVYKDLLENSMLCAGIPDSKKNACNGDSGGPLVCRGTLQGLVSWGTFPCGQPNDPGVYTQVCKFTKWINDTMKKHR
# PLC-gamma1 inh = inhibitors of human phospholipase C gamma1; purified PLC-gamma1, fluorogenic substrate, fluorescence; inhibition, % at 12.2 µM; 370,000 tested, 0.84% active; AID 720700; in the data active = inhibition above about 9.5%
# ASAP1 GAP inh = ASAP1 ArfGAP inhibition | Q9ULH1 | inhibition, % at 16.5 µM | ASAP1-stimulated ARF1 GTP hydrolysis, GDP FP detection | 360,000 tested, 0.19% active | AID 624377; in the data active = inhibition above about 25%;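 also: 0% = vehicle with enzyme and substrate and 100% = no enzyme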
# Rev-erbA mod = Rev-erb alpha (human) modulation | P20393 | 370,000 tested, 0.79% active | Rev-erbα–FITC-DNA binding, fluorescence polarization, 90 min | AID 1259318 | activity, % at 10 µM;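 active = activity above about 14%, limit read from the data; passing the limit was not always enough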;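 also: 0% = DMSO wells with 35 nM protein and 100% = DMSO wells with 750 nM protein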
# Tn7 DDE FP = DD(E)-Tn7 binding inhibition, primary FP screen. FP displacement of FITC-Tn7 peptide from fibrin DD(E); 0% = median of compound wells per plate. inhibition, % at 8.3 µM. 370,000 tested, 0.13% active;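 active = inhibition above the mean of compounds falling within the control limits plus 3 SD of them, cut at about 14% in these data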;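 also: 0% = plate median of compound wells and 100% = 10 µM Aha-Tn7 peptide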
#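 assay system = human clot-derived fibrin DD(E) complex | quantity = Fibrin-DD(E) at 2 µM final | timing = 10 min preincubation, 3 h with tracer, room temperature | signal = fluorescence polarization | measure = percent inhibition | benchmarks = high control wells with 10 µM unlabelled Aha-Tn7 peptide (full inhibition) | replicates = singlicate testing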
# Numbers without * were called inactive; i = inactive; . = no result given.
entry	Structure	PLCb3 inh	ARFGAP1 inhibitor	UHRF1 binding	DDE Tn6 FP inh	HGIII-sPLA2 inh	proKLK7 act	PLC-gamma1 inh	ASAP1 GAP inh	Rev-erbA mod	Tn7 DDE FP
1	CN[C@@H]1CC[C@H](c2ccc(Cl)c(Cl)c2)c2ccccc21	-2	0	-1	0	-4	0.6	5	7	-3	-3
2	COc1ccc(-c2c(C(=O)c3ccccc3)[nH]c(N)c2C(N)=O)cc1OC	0	7	-3	2	6	0.8	-4	-8	6	1
3	COc1ccc(OC)c(/C=C/C(=O)OCC(=O)NCc2ccccc2)c1	i	1	-2	-2	-8	15*	-406	-10	-5	-6
4	O=C1NC[C@@H](Cc2cccc3ccccc23)N(CC2(c3ccccc3)CC2)C1=O	2	-10	4	1	-13	-0.2	4	5	-2	-5
5	O=C(CN1CCC(C(=O)c2ccc(F)cc2)CC1)Nc1ccc(F)cc1	-1	8	0	-11	-5	0.7	0	-3	1	-3
6	O=C(COc1ccccc1)Nc1ccc(Cl)c(-c2nc3ncccc3o2)c1	-14	6	8	3	0	-0.2	-10	-3	3	-2
7	O=C(CSCc1nc2ccccc2[nH]1)Nc1ccc2ccccc2c1	2	6	3	-4	-12	0.3	2	15	0	-5
8	COc1cc(NC(=O)CN2C(=O)COc3ccc(S(=O)(=O)N4CCCCC4)cc32)cc(OC)c1	-4	-4	-2	3	-18	0.0	2	-6	6	6
9	Clc1ccc(-c2nnc(CNC3CC3)o2)cc1	4	1	-2	-7	2	-0.2	-1	7	0	-3
10	Cc1ccc(C)n1NC(=O)c1cccs1	-8	1	-2	4	-2	-0.2	-5	-8	-1	-1
11	C=CCNC(=S)NNc1nc(N2CCCC2)nc(N2CCCC2)n1	-9	-7	1	-6	18	-0.9	2	0	-3	6
12	Cc1ccccc1NS(=O)(=O)c1ccc(NC(=O)c2ccco2)cc1	3	5	-1	-1	-13	0.5	1	0	-3	2
13	O=C(c1ccc(C(F)(F)F)cc1)C1CCCN(C(=O)CCN2CCCO2)C1 (stereo not drawn)	-1	-5	1	2	2	0.2	-2	3	3	4
14	COc1ccc(OC)c(S(=O)(=O)N2CCC(C(=O)Nc3cccc(C(F)(F)F)c3)CC2)c1	3	4	-4	-8	-30	0.1	3	-4	-5	9
15	COC(=O)c1ccc(N2CCOCC2)c(NC(=O)c2ccco2)c1	-10	-3	3	1	4	-0.8	-3	-3	4	8
16	COc1ccc(S(N)(=O)=O)cc1C(=O)NCCCN1CCN(c2ccc(C)cc2)CC1	-1	1	-1	1	10	-0.6	0	-6	-9	4
17	C[C@H]1CN([C@@H](C)CO)C(=O)c2cccc(NC(=O)C3CC3)c2O[C@H]1CN(C)S(=O)(=O)c1ccccc1	2	-13	0	5	-1	1.0	0	13	-3	-2
18	CC(C)C(=O)Nc1cccc(C(=O)OCC(=O)c2ccc(Cl)cc2Cl)c1	7	7	-2	0	-6	0.7	3	17	19*	-6
19	CSc1ncccc1C(=O)NC(C)C1CC2CCC1C2 (stereo not drawn)	2	1	0	6	5	-0.4	0	8	6	4
20	C1CN(c2nc3nonc3n3nnnc23)CCO1	3	-5	-1	-1	3	-0.1	0	-12	-3	-11
21	Cc1ccc(NC(=O)CSc2nn(-c3ccc(Cl)cc3)c(=S)s2)cc1S(=O)(=O)N(C)C	4	8	2	-13	-34	-0.3	4	4	7	1
22	COc1cccc(CN2CCSCC2)c1	1	-4	0	11	-1	0.1	4	2	1	2
23	CCCCNC(=O)CCn1c(=O)c2ccccc2n(CC(=O)N2CC(C)CC(C)C2)c1=O (stereo not drawn)	0	-2	3	8	6	-0.3	2	-2	0	5
24	O=C(Nc1ccc2c(c1)C(=O)N(c1ccccc1)C2=O)C1CCCO1 (stereo not drawn)	-14	7	-1	-1	-4	-0.4	-10	2	-6	-5
25	Cc1ccc(-c2nc(NCc3ccco3)n(C(=O)c3ccco3)n2)cc1	-2	0	-1	5	0	0.8	0	-5	-1	-2
26	CCOC(=O)c1cc(C(=O)c2cccs2)n2ccc(C(C)=O)cc12	-13	4	3	4	3	0.1	-14	-5	12	-3
27	O=C(Nc1ccc(F)cc1)C(c1cccc(F)c1)N1CCN(c2ccncc2)CC1 (stereo not drawn)	2	1	-1	0	-36	0.4	2	-3	-5	9
28	COc1ccccc1NC(=O)CN(c1ccccc1)S(=O)(=O)c1ccccc1	-3	-2	2	1	-3	0.5	3	18	-1	-6
29	C=C1CC(COc2cc(=O)oc3ccccc23)(c2ccccc2)OC1=O (stereo not drawn)	5	6	1	-2	6	0.3	5	-1	0	2
30	N#CC1C(=O)NC(=O)C(C#N)C12CCCCC2 (stereo not drawn)	4	2	-2	2	-1	0.6	2	-10	-5	-7
31	CC(=O)c1ccc(N2CCN(C(=S)NCCCN(C)C)CC2)cc1	-9	-8	-1	2	1	-0.1	-1	2	2	-2
32	CC(C)OCCCNC(=S)NNC(=O)c1ccc(Cl)c(Cl)c1	-1	1	-2	0	-4	0.4	-4	-7	-4	2
33	CC(=O)c1ccc(OCc2cn(CC(=O)c3ccc(O)cc3)nn2)cc1	2	1	21*	-2	-22	0.0	2	6	3	0
34	CC1CCC(C(=O)NC(C(=O)N2CCC(N3CCCCC3)CC2)C(C)C)CC1 (stereo not drawn)	1	3	-1	5	-1	-0.2	0	-4	4	3
35	Cc1ccc(S(=O)(=O)N2[C@@H](c3ccc(Cl)cc3)C(C(=O)O)=C[C@H]2CC2CCCC2)cc1	-5	-4	-2	2	-29	-0.1	1	-2	3	0
36	COc1ccccc1C1NC(=O)NC(C)=C1C(=O)OCc1ccccc1 (stereo not drawn)	-2	1	-1	-2	-2	-0.2	-1	17	-5	1
37	COc1ccc(-c2cc3ncnc(Cl)c3s2)cc1	-207	-8	-7	8	-5	27*	-139	-1	-10	0
38	COc1ccccc1CNC(=O)CCNC(=O)N1CC(=O)Nc2ccccc21	4	13	-2	-6	3	0.4	5	-2	-2	-4
39	CC(C)[C@H]1/C(=C/C2CC2)N2C(=O)C[C@H](c3cccc(C(F)(F)F)c3)N=C2N1Cc1ccc2c(c1)OCO2	1	.	-1	14	-3	.	-1	.	1	-1
40	Cc1ccc(S(=O)(=O)N2CCOCC2)cc1NC(=O)COC(=O)c1ccc2c(c1)OCO2	-1	7	0	6	-3	0.0	-2	-9	3	1

# Single records, as listed above. Order of values: PLCb3 inh	ARFGAP1 inhibitor	UHRF1 binding	DDE Tn6 FP inh	HGIII-sPLA2 inh	proKLK7 act	PLC-gamma1 inh	ASAP1 GAP inh	Rev-erbA mod	Tn7 DDE FP
# `Cc1ccc(S(=O)(=O)N2CCOCC2)cc1NC(=O)COC(=O)c1ccc2c(c1)OCO2` is listed as -1	7	0	6	-3	0.0	-2	-9	3	1
# `Cc1ccc(S(=O)(=O)N2[C@@H](c3ccc(Cl)cc3)C(C(=O)O)=C[C@H]2CC2CCCC2)cc1` is listed as -5	-4	-2	2	-29	-0.1	1	-2	3	0

# Quoted from the entries so far (14 entries):
entry	Structure	PLCb3 inh	ARFGAP1 inhibitor	UHRF1 binding	DDE Tn6 FP inh	HGIII-sPLA2 inh	proKLK7 act	PLC-gamma1 inh	ASAP1 GAP inh	Rev-erbA mod	Tn7 DDE FP
21	Cc1ccc(NC(=O)CSc2nn(-c3ccc(Cl)cc3)c(=S)s2)cc1S(=O)(=O)N(C)C	4	8	2	-13	-34	-0.3	4	4	7	1
22	COc1cccc(CN2CCSCC2)c1	1	-4	0	11	-1	0.1	4	2	1	2
23	CCCCNC(=O)CCn1c(=O)c2ccccc2n(CC(=O)N2CC(C)CC(C)C2)c1=O (stereo not drawn)	0	-2	3	8	6	-0.3	2	-2	0	5
24	O=C(Nc1ccc2c(c1)C(=O)N(c1ccccc1)C2=O)C1CCCO1 (stereo not drawn)	-14	7	-1	-1	-4	-0.4	-10	2	-6	-5
25	Cc1ccc(-c2nc(NCc3ccco3)n(C(=O)c3ccco3)n2)cc1	-2	0	-1	5	0	0.8	0	-5	-1	-2
26	CCOC(=O)c1cc(C(=O)c2cccs2)n2ccc(C(C)=O)cc12	-13	4	3	4	3	0.1	-14	-5	12	-3
27	O=C(Nc1ccc(F)cc1)C(c1cccc(F)c1)N1CCN(c2ccncc2)CC1 (stereo not drawn)	2	1	-1	0	-36	0.4	2	-3	-5	9
28	COc1ccccc1NC(=O)CN(c1ccccc1)S(=O)(=O)c1ccccc1	-3	-2	2	1	-3	0.5	3	18	-1	-6
29	C=C1CC(COc2cc(=O)oc3ccccc23)(c2ccccc2)OC1=O (stereo not drawn)	5	6	1	-2	6	0.3	5	-1	0	2
30	N#CC1C(=O)NC(=O)C(C#N)C12CCCCC2 (stereo not drawn)	4	2	-2	2	-1	0.6	2	-10	-5	-7
31	CC(=O)c1ccc(N2CCN(C(=S)NCCCN(C)C)CC2)cc1	-9	-8	-1	2	1	-0.1	-1	2	2	-2
32	CC(C)OCCCNC(=S)NNC(=O)c1ccc(Cl)c(Cl)c1	-1	1	-2	0	-4	0.4	-4	-7	-4	2
33	CC(=O)c1ccc(OCc2cn(CC(=O)c3ccc(O)cc3)nn2)cc1	2	1	21*	-2	-22	0.0	2	6	3	0
34	CC1CCC(C(=O)NC(C(=O)N2CCC(N3CCCCC3)CC2)C(C)C)CC1 (stereo not drawn)	1	3	-1	5	-1	-0.2	0	-4	4	3

# High-throughput results: PubChem, several laboratories
